JMJD2A Tudor inh = qHTS Assay for Inhibitors of JMJD2A-Tudor Domain. hit rate 4.4% among 390,000. Potency, µM (titrated, usually from 114 µM), for inactives: at the top dose activity change, negative = inhibition, hits mostly inhibitors. AlphaScreen JMJD2A-Tudor / H3K4me3 peptide binding. Lysine-specific demethylase 4A (Homo sapiens), O75164; further: nearly all actives have a fitted effect of over 50% in size
GLS inh = qHTS for Inhibitors of Glutaminase (GLS); Glutaminase kidney isoform, mitochondrial (Homo sapiens), O94925; GLS enzymatic activity, qHTS titration; Potency, µM (series often up to 45.5 µM), for the others: at the top dose activity change, negative = inhibition, usual class: inhibitors; hit rate 0.21% among 410,000; AID 624170, 2012
Target sequence (O94925 whole entry, looked up, canonical isoform): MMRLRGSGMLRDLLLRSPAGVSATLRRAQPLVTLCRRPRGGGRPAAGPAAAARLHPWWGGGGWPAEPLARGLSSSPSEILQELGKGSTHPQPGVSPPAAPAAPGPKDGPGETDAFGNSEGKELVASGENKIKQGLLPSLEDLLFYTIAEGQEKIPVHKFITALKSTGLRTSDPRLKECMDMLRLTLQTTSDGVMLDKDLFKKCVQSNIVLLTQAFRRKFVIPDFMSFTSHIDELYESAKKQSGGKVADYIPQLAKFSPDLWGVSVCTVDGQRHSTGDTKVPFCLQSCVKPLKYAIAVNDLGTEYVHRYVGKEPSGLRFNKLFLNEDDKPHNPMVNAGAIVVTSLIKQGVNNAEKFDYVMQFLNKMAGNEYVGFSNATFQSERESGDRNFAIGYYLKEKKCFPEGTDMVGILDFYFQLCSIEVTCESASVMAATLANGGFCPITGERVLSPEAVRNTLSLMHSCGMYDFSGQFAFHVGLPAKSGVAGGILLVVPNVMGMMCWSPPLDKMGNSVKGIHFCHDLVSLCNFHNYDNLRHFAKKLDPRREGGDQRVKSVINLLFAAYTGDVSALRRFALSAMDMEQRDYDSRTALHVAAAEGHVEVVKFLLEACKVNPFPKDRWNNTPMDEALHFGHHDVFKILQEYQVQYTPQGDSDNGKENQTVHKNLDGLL
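Enzyme dispensed in phosphate buffer (45 mM, pH 8.2, 0.02% Tween-20), compounds pinned in, then 1 mM L-glutamine solution and the glutamate oxidase–HRP–Amplex Red mix added; fluorescence read immediately and again after 30 min at room temperature.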
Pin1 inhibitor = qHTS Assay to Find Inhibitors of Pin1; Pin1 FP peptide displacement, HiFluor488, 10 min; Potency, µM (doses to about 115 µM), for the others: at the top dose activity, negative = inhibition, actives largely listed as inhibitors; Peptidyl-prolyl cis-trans isomerase NIMA-interacting 1 (Homo sapiens), Q13526; hit rate 0.009% among 390,000; active means well fitted inhibition curve with a large enough effect in the polarisation, with a control signal flat, not every such curve was filed as active; inconclusive means small, poorly fitted or top-dose-only effect, or effect the other way, or a change in a side signal; inactive means no such curve, though single readings can be large or run the other way; the % refers to the polarisation
Target sequence (Q13526 whole entry, looked up): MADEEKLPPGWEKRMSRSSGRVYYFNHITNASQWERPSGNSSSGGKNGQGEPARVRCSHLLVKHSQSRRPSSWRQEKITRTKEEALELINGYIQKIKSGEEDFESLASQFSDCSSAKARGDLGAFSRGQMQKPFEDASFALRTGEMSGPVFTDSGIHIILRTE
Active calls of the source: *; ? = inconclusive; nt = no result given; & = joins results of further samples; [ ] = remark or other dose. Unless noted, the call rests on the fitted dose curve; in most records, active means well fitted curve in the direction sought with a large enough effect; inconclusive means small, poorly fitted or top-dose-only effect, or another doubt; inactive means no such curve, though single readings can be large; an effect the other way counts as inactive or inconclusive. On the % scale 0 is the no-effect control and ±100 the full control effect; potency means the concentration at half of the fitted maximal effect.

[1] C#C[C@]1(O)CC[C@@H]2[C@H]3CCC4=CCCC[C@@H]4[C@@H]3CC[C@@]21C
[2] CN1C(=O)OC(C)(C)C1=O
[3] CC(C)c1cc2c(cc1S(=O)(=O)O)[C@@]1(C)CCC[C@@](C)(C(=O)O)[C@@H]1CC2
[4] C[C@@H](CCc1ccccc1)NC[C@H](O)c1ccc(O)c(C(N)=O)c1
[5] CC(=O)c1ccc2c(c1)N(CCCN1CCN(CCO)CC1)c1ccccc1S2
[6] N#CN1C2CCC1CC(O)(c1ccccc1)C2 (stereo not given)
[7] c1ccc2c(CCC3CCNCC3)c[nH]c2c1
[8] OCC1OC([S-])[C@H](O)C(O)C1O.[Au+] (stereo not given in full)
compound no. | 1 | 2 | 3 | 4 | 5 | 6 | 7 | 8
JMJD2A Tudor inh | nt | nt | nt | nt | nt | nt | nt | nt
GLS inh | -30.7%[20 µM] | -11.4%[20 µM] | -2.1% | 22.0% | 39.3%[activator] | 5.3% | 17.2% | 11.2µM*
Pin1 inhibitor | nt | nt | nt | nt | nt | nt | nt | nt

[9] COc1cc(C(=O)N2CCOCC2)cc(OC)c1OC
[10] CC1(C)OC2C(CO)OC(n3cnc4c(=S)nc(N)[nH]c43)C2O1 (stereo not given)
[11] COc1ccc(C2NC(=S)N3C(c4ccc(OC)c(OC)c4)NC(=S)N23)cc1OC (stereo not given)
[12] OCC(O)CS (stereo not given)
[13] NC(=O)[C@@H]1CSSCCC(=O)N[C@@H](CCCCN=C(N)N)C(=O)NCC(=O)N[C@@H](CC(=O)O)C(=O)N[C@@H](Cc2c[nH]c3ccccc23)C(=O)N2CCC[C@H]2C(=O)N1
[14] Oc1ccc(Cl)c2c1CCC2
[15] CC1CCCCN1CCCOC(=O)c1ccccc1 (stereo not given)
[16] CCCOc1ccc(F)cc1-c1cc(C(=O)NCc2ccc(C(F)(F)F)cc2)[nH]n1
compound no. | 9 | 10 | 11 | 12 | 13 | 14 | 15 | 16
JMJD2A Tudor inh | nt | nt | nt | nt | nt | nt | nt | nt
GLS inh | 2.8%&4.7% | -25.6% | 0.6% | -15.8% | 3.2% | 2.4% | -7.0% | 0.0%
Pin1 inhibitor | nt | nt | nt | nt | nt | nt | nt | nt

[17] CCN(CC)C(=O)[C@@]1(c2ccccc2)C[C@@H]1CN
[18] Cn1cc(O)nc1NC(=O)Nc1cccc(Cl)c1
[19] OCl
[20] CC1=C(/C=C/C(C)=C/C=C/C(C)=C/C=C/C=C(C)/C=C/C=C(C)/C=C/C2=C(C)C(=O)CCC2(C)C)C(C)(C)CCC1=O
[21] CCC1OC(=O)C(C)[C@@H](O[C@H]2C[C@@](C)(OC)C(O)C(C)O2)C(C)[C@@H](O[C@@H]2OC(C)CC(N(C)C)C2O)[C@@](C)(O)CC(C)C(=O)[C@@H](C)C(O)[C@]1(C)O (stereo not given in full)
[22] Cc1ccc(S(=O)(=O)NC(=O)NN2C[C@H]3CCC[C@@H]3C2)cc1
[23] COc1cc(CCN=Cc2ccccc2O)c([N+](=O)[O-])cc1OC
[24] CC(C)[N+](C)(C)CC(O)COc1cccc2ccccc12 (stereo not given)
compound no. | 17 | 18 | 19 | 20 | 21 | 22 | 23 | 24
JMJD2A Tudor inh | nt | nt | nt | nt | nt | nt | nt | nt
GLS inh | -4.6% | 3.2% | -6.3% | -1.2% | 10.4% | -7.4%[20 µM] | 25.9% | 1.9%
Pin1 inhibitor | nt | nt | nt | nt | nt | nt | nt | nt

[25] CCOc1ccc2nc3cc(N)ccc3c(N)c2c1
[26] CO[C@]1(NC(=O)CSCC#N)C(=O)N2C(C(=O)O)=C(CSc3nnnn3C)CS[C@H]21
[27] CCCC(=O)N1CCC1(C)C(=O)NCc1ccc(C(C)C)cc1 (stereo not given)
[28] COc1ccc2cc(C(C)CO)ccc2c1 (stereo not given)
[29] OCC1OC(O)C(O)C(O)C1O (stereo not given)
[30] COCCNC(=O)C1(C)CCCN(Cc2csc(-c3ccc(Cl)cc3)n2)C1 (stereo not given)
[31] CO/N=C(\C(=O)N[C@@H]1C(=O)N2C(C(=O)[O-])=C(C[n+]3cccc4c3CCCC4)CS[C@H]12)c1csc(N)n1
[32] CC(C)(CO)C(O)C(=O)NCCCC(=O)O (stereo not given)
compound no. | 25 | 26 | 27 | 28 | 29 | 30 | 31 | 32
JMJD2A Tudor inh | nt | nt | nt | nt | nt | nt | nt | nt
GLS inh | -27.7% | 29.6% | 8.5% | 1.3% | -11.0% | 5.8% | 6.31µM* | 10.4%
Pin1 inhibitor | nt | nt | nt | nt | nt | nt | nt | nt

[33] Fc1cccc(Cc2c(-c3ccco3)nc3ccc(Cl)cn23)c1
[34] C[S+](C)CC[C@H](N)C(=O)O
[35] OCCN1CC(O)C(O)C(O)C1CO (stereo not given)
[36] COCCNc1nc(-c2ccccc2CO)c2sc(-c3ccccc3)cc2n1
[37] C[C@H](CCC(=O)O)[C@H]1CC[C@@H]2[C@H]3[C@@H](C[C@@H](O)[C@]21C)[C@]1(C)CC[C@H](O)C[C@@H]1C[C@@H]3O
[38] CCc1ccc(C(O)c2ncc(-c3cccc(OC)c3)[nH]2)cc1 (stereo not given)
[39] CO/N=C(/C(=O)N[C@@H]1C(=O)N2C(C(=O)O)=C(COC(N)=O)CS[C@H]12)c1ccco1
[40] Clc1ccc(N2O[C@H]3C=C[C@@H]2C3)nc1
compound no. | 33 | 34 | 35 | 36 | 37 | 38 | 39 | 40
JMJD2A Tudor inh | nt | nt | nt | nt | nt | nt | nt | nt
GLS inh | ? | 15.6% | 7.1% | -5.0% | -13.6% | 4.7% | -28.2% | 14.2%
Pin1 inhibitor | nt | nt | nt | nt | nt | nt | nt | nt

[41] C[N+]1(C)CCC[C@@H](OC(=O)C(O)(c2ccccc2)c2ccccc2)C1
[42] O=C1O[C@H](CN2CCOCC2)CN1/N=C\c1ccc([N+](=O)[O-])o1
[43] CCN(CC)CCOc1ccc(-c2nc3cc(Cl)ccc3s2)cc1
[44] CCC(=O)c1ccc2c(c1)N(CCCN1CCN(CCO)CC1)c1ccccc1S2
[45] CO/N=C(\C(=O)N[C@@H]1C(=O)N2C(C(=O)OCOC(=O)C(C)(C)C)=C(C)CS[C@H]12)c1csc(N)n1
[46] CC(C)[C@H](N)C(=O)OCC(CO)OCn1cnc2c(=O)[nH]c(N)nc21 (stereo not given in full)
[47] C[C@@H](O)[C@H]1C(=O)N2C(C(=O)O)=C(S[C@@H]3CN[C@H](C(=O)N(C)C)C3)[C@H](C)[C@H]12
[48] Cc1ccc(C(C)(C)c2ccc(C)cc2)cc1
compound no. | 41 | 42 | 43 | 44 | 45 | 46 | 47 | 48
JMJD2A Tudor inh | nt | nt | nt | nt | nt | nt | nt | nt
GLS inh | 1.0%[20 µM] | 4.7%[20 µM] | 13.1% | 51.3%[activator] | 6.6% | -0.5% | -6.1% | 0.2%
Pin1 inhibitor | nt | nt | nt | nt | nt | nt | nt | nt

[49] CCCC(O)C(CC)CO (stereo not given)
[50] C[C@H](C(=O)O)c1cccc(Oc2ccccc2)c1
[51] CC(C)(C)NC(=O)[C@@H]1CC[C@@H]2[C@@H]3CC[C@@H]4NC(=O)C=C[C@@]4(C)[C@H]3CC[C@]21C
[52] COc1ccc(C(O)c2ncc(-c3cccc(OCc4ccccc4)c3)[nH]2)cc1F (stereo not given)
[53] C=C1CCC(O)C/C1=C/C=C1\CCC[C@]2(C)[C@@H]([C@H](C)/C=C/[C@H](C)C(C)C)CC[C@@H]12 (stereo not given in full)
[54] CCCCCCCCCCCCCCCC(=O)OCC(O)C1OC(=O)C(O)=C1O (stereo not given)
[55] CCCCc1cc2c(=O)c(C(=O)OC)c[nH]c2cc1OCc1ccccc1
[56] O[C@@](CCN1CCCC1)(c1ccccc1)C1CCCCC1
compound no. | 49 | 50 | 51 | 52 | 53 | 54 | 55 | 56
JMJD2A Tudor inh | nt | nt | nt | nt | nt | nt | nt | nt
GLS inh | -23.4% | 0.5%[20 µM] | 1.4%[20 µM] | 0.2% | 0.0% | 4.5% | 0.7% | -8.3%[20 µM]
Pin1 inhibitor | nt | nt | nt | nt | nt | nt | nt | nt

[57] CC(C)Cc1ccc([C@@H](C)C(=O)NS(C)(=O)=O)cc1
[58] CC(=O)NC(=O)c1ccccc1O
[59] O=C1N=C2SCCN2C(=O)C1Cc1ccc(Cl)cc1 (stereo not given)
[60] CC/C(O)=N/S(=O)(=O)c1ccc(-c2c(-c3ccccc3)noc2C)cc1
[61] O=C(COc1ccc(Cl)cc1)OCCNC12CC3CC(CC(C3)C1)C2
[62] CC(=O)OCC(=O)[C@@]1(O)[C@H](C)C[C@@H]2[C@H]3CCC4=CC(=O)C=C[C@]4(C)[C@]3(F)[C@@H](O)C[C@@]21C
[63] CCOC(=O)COc1ccc2c(C)c(CCN(CC)CC)c(=O)oc2c1
[64] COC(=O)c1c[n+]([O-])ccc1OC
compound no. | 57 | 58 | 59 | 60 | 61 | 62 | 63 | 64
JMJD2A Tudor inh | nt | nt | nt | nt | nt | nt | nt | nt
GLS inh | -15.4% | -5.4% | -7.6% | 3.8% | 8.5% | -17.0%[20 µM] | 5.1% | -4.1%
Pin1 inhibitor | nt | nt | nt | nt | nt | nt | nt | nt

[65] O=S(=O)(c1ccc2c(c1)OCCO2)N1CCN(S(=O)(=O)c2ccc3c(c2)OCCO3)CC1
[66] O=C(c1ccccc1O)N(Cc1ccccc1)Cc1cccs1
[67] Cc1noc(C)c1-c1cccc(-c2nn3c(=O)cc(N4CCNCC4)nc3s2)c1
[68] O=C(OCC#CCSc1nnc(-c2cccc3ncccc23)o1)c1ccc(F)cc1
[69] O=C(O)c1ccc(S(=O)(=O)N[C@H](Cc2c[nH]c3ccccc23)C(=O)O)cc1
[70] COC(=O)C1CCc2sc(NC(=O)Cc3ccccc3)c(C(=O)Nc3ccc(Cl)cc3)c21 (stereo not given)
[71] Cc1cc2c(s1)c1cnn(Cc3c(F)cccc3Cl)c(=O)c1n2C
[72] COc1ccc(Cl)cc1S(=O)(=O)N1CCN(S(=O)(=O)c2ccc3c(c2)OCCO3)CC1
compound no. | 65 | 66 | 67 | 68 | 69 | 70 | 71 | 72
JMJD2A Tudor inh | -11.0% | -17.7% | -25.9% | -10.9% | -26.9% | -21.9% | -4.8% | -18.5%
GLS inh | nt | nt | nt | nt | nt | nt | nt | nt
Pin1 inhibitor | 5.3% | -5.9% | ? | 9.2% | -19.6% | ? | 0.0% | 9.8%

[73] Cc1cccc(C[C@H](C(=O)O)N2C(=O)c3ccc(C(=O)O)cc3C2=O)c1
[74] CC(C)(C)OC(=O)n1c2ccsc2c2cnn(Cc3ccccc3F)c(=O)c21
[75] CCC1CCC2(C1)N=C(Nc1nc3ccccc3o1)NC1=C2C(=O)CCC1 (stereo not given)
[76] COc1ccc(Cn2ncc3c4sc(C)cc4n(C)c3c2=O)cc1F
[77] COc1ccc(CN(Cc2ccccc2)S(=O)(=O)c2ccccc2)cc1COc1ccc(NC(C)=O)cc1
[78] O=C(c1ccccc1O)N(Cc1ccco1)Cc1cccs1
[79] COc1ccc(C2N(Cc3ccccc3)C(=O)c3ccccc3N2C)cc1COc1ccc(NC(C)=O)cc1 (stereo not given)
[80] c1nc(NCC2CCCO2)c2cc(-c3ccc4c(c3)OCO4)ccc2n1 (stereo not given)
[81] COc1ccc(C2=Nn3c(nnc3-c3ccccc3C)SC2)cc1OC
[82] CSc1cc2c(s1)c1cnn(Cc3ccccc3F)c(=O)c1n2C
[83] Oc1ccc(CNCc2ccccc2F)c2cccnc12
compound no. | 73 | 74 | 75 | 76 | 77 | 78 | 79 | 80 | 81 | 82 | 83
JMJD2A Tudor inh | ? | -18.5% | -35.5%&-17.7%&-17.0%&-25.5%&-34.8% | -3.4% | -31.3% | ? | ? | ? | -19.3% | -13.0% | 25.1µM*
GLS inh | nt | nt | nt | nt | nt | nt | nt | nt | nt | nt | nt
Pin1 inhibitor | ? | 1.1% | ? | 0.5% | 2.9% | -16.0% | 24.4% | 10.7% | 1.6% | 2.8% | 6.5%

Rewritten field by field: entries from further up.
[53] C=C1CCC(O)C/C1=C/C=C1\CCC[C@]2(C)[C@@H]([C@H](C)/C=C/[C@H](C)C(C)C)CC[C@@H]12 (stereo not given in full)
  JMJD2A Tudor inh: nt	GLS inh: 0.0%	Pin1 inhibitor: nt

[54] CCCCCCCCCCCCCCCC(=O)OCC(O)C1OC(=O)C(O)=C1O (stereo not given)
  JMJD2A Tudor inh: nt	GLS inh: 4.5%	Pin1 inhibitor: nt

[55] CCCCc1cc2c(=O)c(C(=O)OC)c[nH]c2cc1OCc1ccccc1
  JMJD2A Tudor inh: nt	GLS inh: 0.7%	Pin1 inhibitor: nt

[56] O[C@@](CCN1CCCC1)(c1ccccc1)C1CCCCC1
  JMJD2A Tudor inh: nt	GLS inh: -8.3%[20 µM]	Pin1 inhibitor: nt

Source: PubChem (National Center for Advancing Translational Sciences (NCATS))

The list is partial, so the mix of outcomes need not match the whole.
